# Screens as filed in PubChem.
# DRD3 antagonist: blocks the human D3 dopamine receptor. P35462. D3R cells, DiscoveRx beta-arrestin luminescence, antagonist mode; hits give low values. max response, negative = inhibition, %. hit rate 2.5% among 360,000. AID 652054; in the data active = max response below about -50%; inconclusive = no clear call, values can overlap the other calls; note: % is set by controls: 0 for no effect and ±100 for the full control effect; mostly tested at two doses, the higher about 12 µM
# Target sequence (P35462 whole entry, looked up): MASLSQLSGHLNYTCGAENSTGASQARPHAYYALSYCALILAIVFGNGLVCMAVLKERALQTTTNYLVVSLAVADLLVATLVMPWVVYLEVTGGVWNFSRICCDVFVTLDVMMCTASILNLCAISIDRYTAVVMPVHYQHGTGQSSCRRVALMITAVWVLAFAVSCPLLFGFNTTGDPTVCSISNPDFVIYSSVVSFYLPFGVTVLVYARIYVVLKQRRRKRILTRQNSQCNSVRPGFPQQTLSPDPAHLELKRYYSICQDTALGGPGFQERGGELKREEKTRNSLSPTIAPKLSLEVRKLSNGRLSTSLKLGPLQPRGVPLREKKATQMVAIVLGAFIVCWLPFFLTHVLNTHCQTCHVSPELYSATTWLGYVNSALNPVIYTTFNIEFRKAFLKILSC
#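 Cells plated overnight at 1500 cells/well, then exposed to library compounds with dopamine controls for 90 minutes at 37 degrees C. DiscoveRx reagent added for 30–60 minutes at room temperature; luminescence read, quantitative HTS format.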
# GLP1R ag: agonists of human GLP-1 receptor. P43220. HEK293 GLP-1R CRE-luciferase, luminescence, 4-6 h; cells express a hypersensitive GLP-1R form. Potency, µM (top dose mostly 45.6 µM), for inactives: at the top dose activation, hits mostly activators. hit rate 0.007% among 380,000; note: potency is the fitted concentration of half-maximal effect; % of control where 0% means no effect
# Target sequence (P43220 whole entry, looked up): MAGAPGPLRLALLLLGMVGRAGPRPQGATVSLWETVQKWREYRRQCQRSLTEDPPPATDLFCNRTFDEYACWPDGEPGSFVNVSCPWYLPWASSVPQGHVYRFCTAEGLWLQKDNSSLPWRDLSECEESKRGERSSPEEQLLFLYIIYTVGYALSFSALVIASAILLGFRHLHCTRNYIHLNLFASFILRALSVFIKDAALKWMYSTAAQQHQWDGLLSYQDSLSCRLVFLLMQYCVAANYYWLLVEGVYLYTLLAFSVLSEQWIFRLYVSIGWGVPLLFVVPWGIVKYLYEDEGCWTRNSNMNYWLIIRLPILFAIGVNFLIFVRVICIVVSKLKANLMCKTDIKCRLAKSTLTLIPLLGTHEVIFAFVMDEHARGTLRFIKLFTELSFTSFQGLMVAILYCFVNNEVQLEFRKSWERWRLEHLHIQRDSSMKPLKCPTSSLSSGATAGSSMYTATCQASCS
# KB-V1 MDR tox: KB-V1 MDR subline cytotoxicity; Potency, µM (doses to about 46.1 µM), for the others: at the top dose activity change, negative = cytotoxicity, actives largely listed as cytotoxic; KB-V1 MDR cells viability, CellTiter-Glo, 72 h; hit rate 3.4% among 400,000; note: potency is the fitted concentration of half-maximal effect; % is set by controls: 0 for no effect and ±100 for the full control effect; nearly all actives have a fitted effect of over 60% in size
#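 Cells of the MDR subline KB-V1 are plated, dosed with compound at multiple concentrations, and incubated 72 h at 37 degrees C; CellTiter-Glo is then added and luminescence read after 10 min.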
# DRD3 agonist: activates the human D3 dopamine receptor; P35462; D3R DiscoveRx beta-arrestin cells, luminescence, 90 min; max activation, %; hit rate 0.58% among 410,000; in the data active = max activation above about 30%; note: 0% is about no effect; mostly tested at two doses, the higher about 12 µM
#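 Agonist mode: compounds and dopamine controls were applied to plated cells for 90 min at 37 degrees C after an overnight attachment at 1500 cells/well. Luminescent read-out followed 30 - 60 minutes at room temperature with DiscoveRx detection reagent.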
# HT1080-NT tox: kills 2HG-producing HT-1080-NT fibrosarcoma cells. HT-1080-NT fibrosarcoma viability, CellTiter-Glo ATP luminescence, 48 h. Potency, µM (series often up to 46.1 µM), without a hit: at the top dose activity, negative = less viability, most hits filed as cytotoxic. hit rate 1.6% among 360,000. AID 686970;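 note: NT is the 2HG producing partner of a matched IDH1 knockdown line; potency is the fitted concentration of half-maximal effect; 0% = DMSO-treated cells and -100% = media-only wells without cells; nearly all actives have a fitted effect of over 55% in size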
#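 Compounds were tested in concentration-response format on HT-1080-NT cells for 48 hours at 37 degrees C. Cell viability came from CellTiter-Glo luminescence; curves were classified by r2, response magnitude and activity.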
# IL-1B inflam inh: inflammasome signaling inhibition, IL-1 beta readout; THP-1 LPS/ATP IL-1B secretion, AlphaLISA, 16 h; hits give low values; activity change, % at 57.5 µM; hit rate 4.7% among 360,000; in the data active = activity change below about -50%; inconclusive = mostly about -30% to -49%; note: % is set by controls: 0 for no effect and ±100 for the full control effect
#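 Secreted IL-1B measured by AlphaLISA bead assay after 16 h compound exposure of THP-1 cells; compounds (final up to 57.5 uM) added 1 h before LPS (250 ng/mL) and ATP (1.25 mM) stimulation; lower signal means less secretion.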
# SW480 rereplic: inducers of DNA re-replication in SW480 colon cancer cells; SW480 DNA re-replication, Hoechst DNA content imaging, 48 h; Potency, µM (titrated, usually from 46.1 µM), for the others: at the highest dose re-replication activation, actives largely listed as activators; hit rate 1.8% among 340,000; note: potency is the fitted concentration of half-maximal effect; % of control where 0% means no effect; nearly all actives have a fitted effect of over 55% in size
#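 Compounds, transferred as 23 nL by pin tool, were incubated with cells for 48 hr; DNA content per nucleus was then quantified by Hoechst staining and fluorescence plate imaging.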
# KB-3-1 cytotox: KB-3-1 parental cell cytotoxicity; Potency, µM (doses to about 46.1 µM), for the others: at the top dose activity change, negative = cytotoxic, most hits filed as cytotoxic; AID 1347075; hit rate 1.4% among 400,000; KB-3-1 viability, CellTiter-Glo ATP luminescence, 72 h; note: potency is the fitted concentration of half-maximal effect; % is set by controls: 0 for no effect and ±100 for the full control effect; nearly all actives have a fitted effect of over 60% in size
#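 72 h, 37 °C compound treatment of KB-3-1 parental cells; CellTiter-Glo added, 10 min, luminescence read. Data corrected against DMSO-only plates and normalized before curve fitting.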
# HT1080 IDH1KD tx: HT-1080 IDH1 knockdown cell toxicity (counter line) | hit rate 2% among 360,000 | AID 686971 | Potency, µM (top dose mostly 46.1 µM), without a hit: at the top dose activity, negative = toxicity, usual class: cytotoxic | HT-1080 IDH1 knockdown viability, ATP luminescence, 48 h;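 note: potency is the fitted concentration of half-maximal effect; 0% = DMSO wells and -100% = cell-free medium wells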
#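 Knockdown cells (IDH1KD HT-1080) received compounds 2 h after plating at 750 cells/well and were kept 48 h at 37 °C in 5% FBS RPMI. A CellTiter-Glo luminescence read gave % activity for curve fitting.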
# * = called active by the depositor; i = inactive; ? = inconclusive; . = not tested or not shown; & = joins results of further samples; [ ] = dose if it differs, or a comment. Unless noted, calls come from the whole dose curve; as a rule, active = well fitted curve in the direction sought with a large enough effect; inconclusive = small, poorly fitted or top-dose-only effect, or another doubt; inactive = no such curve, though single readings can be large; an effect the other way counts as inactive or inconclusive.
SMILES,DRD3 antagonist,GLP1R ag,KB-V1 MDR tox,DRD3 agonist,HT1080-NT tox,IL-1B inflam inh,SW480 rereplic,KB-3-1 cytotox,HT1080 IDH1KD tx
Cc1occc1C(=O)Nc1c(F)c(F)c(F)c(F)c1F,0.5,8.7%,10.4%,8.6,4.5%,-3.1,11.1%,5.3%,6.5%
O=C(Nc1ccccc1C(=O)O)c1cccc(NS(=O)(=O)c2ccc(Br)cc2)c1,55.8,-5.7%,-9.0%,4.6,-1.3%,-2.7,-4.3%,0.6%,2.8%
O=C(Nc1cccc(Cl)c1)Nc1ccc(Br)cc1F,34.8,-18.1%,20.6µM*,4.1,-19.8%,-58.9*,?,16.4µM*,-28.2%
Nc1nnc(-c2cn(-c3ccccc3)nc2-c2ccccc2)o1,-14.3,?,-0.3%,-7.2,-21.3%,?,-4.1%,2.2%,-6.8%
CCOC(=O)N1CCN(C(=O)COc2cccc3c2CCN(CC)C3=O)CC1,3.1,0.2%,-8.7%,4.2,-3.4%,6.1,-5.2%,6.3%,11.6%
C1=C(CCNc2ncnc3c2[nH]c2ccccc23)CCCC1,4.1,-6.5%,?,1.9,25.9µM*,-84.0*,9.7%,5.17µM*,25.9µM*
COc1cc(C2CC(=O)Oc3c2c(=O)n(C)c2ccccc32)ccc1O (configuration not stated),0.9,0.5%,-1.2%&2.7%,-0.5&-1.8,0.1%,-16.1,-14.8%,2.1%&11.7%,4.2%
CC(C)CCNC(=O)C1CCN(c2nnc(-n3cccc3)s2)CC1,-24.6,2.0%,19.3%,1.1,22.2%,-2.4,-14.3%,6.2%,7.2%
COc1ccc(C)cc1N(C(=O)c1cccc(F)c1)c1nc2ccccc2s1,-2.3,-10.7%,-27.0%,0.9,1.9%,25.2,-4.5%,16.7%,1.5%
CN(CC1CCCN(CCc2ccc(F)cc2)C1)C(=O)CCC(F)(F)F (configuration not stated),-24.3,15.7%,0.0%,-14.0,10.1%,-9.9,7.4%,-14.5%,-0.4%
Cc1ccc(N(Cc2ccccc2)C(=O)c2cc(S(=O)(=O)N3CCOCC3)ccc2C)cc1,-8.3,2.5%,-13.4%,-15.8,0.0%,7.7,2.3%,0.8%,-10.2%
COc1ccc(/C=N/Nc2nonc2N)c(OC)c1,-6.6,25.3%,4.11µM*,-3.5,2.0%,-22.0,?,?,10.7%
CC(C)SC1=NC(C)(C)C=C(/C=C/c2c(Cl)cccc2Cl)N1,0.9,-12.7%,-18.1%,-2.5,?,-82.3*,?,14.6µM*,20.6µM*
Cc1ccc(NC(=O)c2ccc(CN3CC(=O)N4CCCCC4C3=O)cc2)c(C)c1 (configuration not stated),22.2,-5.5%,11.6%,5.4&-17.1,0.0%,-8.9,-10.6%,0.2%,7.9%
Cc1cc(Cl)c(OCCCNC2CCCC2)c(Br)c1,?,12.1%,?,-22.0,?,-72.8*,?,11.1%,20.6µM*
O=C(NCCc1ccccc1)c1ccc2c(=O)[nH]c3c(C(=O)NCC4CCCO4)sc(=S)n3c2c1 (configuration not stated),13.1,4.1%,-5.7%,1.5,-8.6%,14.2,4.5%,-10.9%,-0.5%
O=S(=O)(NCc1ccc2c(c1)OCO2)c1cccc(S(=O)(=O)N2CCOCC2)c1,9.3,-5.8%,-9.2%,-12.9,-10.7%,1.6,-1.4%,4.0%,-3.9%
Cc1nc2oc3c(NCc4ccccn4)ncnc3c2c2c1COC(C)(C)C2,-12.9,8.7%,2.06µM*,-38.8,-2.7%,-28.8,2.6%,?,1.0%
Cc1cc(C(=O)N/N=C/c2cc(Br)c(Br)o2)n[nH]1,3.3,8.6%,-3.6%,1.0,0.3%,-8.8,-17.9%,-3.2%,-2.8%
NC(=O)c1c(NC(=O)c2ccncc2)sc2c1CCCC2,23.5,21.6%,?,-0.4,0.6%,-9.3,-7.4%,-11.1%,6.8%
CC1(C)CC(=O)C([N+](=O)[O-])=C(NCCCO)C1,2.4,-0.7%,3.0%,-2.5,10.6%,i,7.1%,5.8%,4.7%
CCCCc1nc2cc(C(=O)N3CCN(c4nc(C)cnc4C)CC3)ccc2o1,9.5,7.7%,3.9%,7.5,-10.2%,-27.3,0.6%,?,-8.0%
COc1ccc2[nH]cc(CCN=C(NC(=O)c3ccccc3F)Nc3nc(C)cc(C)n3)c2c1,.,-3.9%,?,3.5,.,.,.,?,.
CCc1nc2c(OCc3ccccc3)cccn2c1N(C)C(=O)C(C)C,0.0,7.0%,?,-21.9,12.5%,213.4,.,?,13.9%
O=C(OCC1OC(n2ncc(=O)[nH]c2=O)C(OC(=O)c2ccccc2)C1OC(=O)c1ccccc1)c1ccccc1 (configuration not stated),43.2,0.1%,0.0%,27.1,-4.9%,5.8,?,0.0%,-0.6%
O=C(Nc1cccnc1)Nc1cc(Cl)cc(Cl)c1,18.1,-13.3%,?,-9.3,1.3%,-100.9*,-2.4%,?,-8.1%
CC(C)c1cc(C(=O)NCc2cccnc2)no1,5.4,-2.0%,16.0%,1.0,-2.1%[9.24 µM],33.9,-8.4%,3.4%,-25.3%
O=C(Nc1ccc(O)cc1)c1ccc2c(c1)C(=O)N(N1C(=O)c3ccccc3C1=O)C2=O,-5.6,-0.4%,33.1%,-8.4,7.4%,6.0,2.6%,-4.4%,6.9%
COc1cccc(CNC(=O)[C@@H]2CCCN2C(=O)[C@H]2CCCCN2C(=O)c2ccccc2)c1,-17.2,2.8%,3.7%,-5.5,20.3%,22.3,.,29.8%,3.9%
Nc1nc(CSc2nnnn2-c2ccc(Cl)cc2)nc(N2CCOCC2)n1,24.3,20.0%,5.6%,-7.9,-1.7%,-11.6,-1.0%,8.1%,1.0%

# Copied from the list.
# HT1080 IDH1KD tx, Cc1occc1C(=O)Nc1c(F)c(F)c(F)c(F)c1F reads 6.5%
# KB-V1 MDR tox, Nc1nnc(-c2cn(-c3ccccc3)nc2-c2ccccc2)o1 reads -0.3%
# IL-1B inflam inh, O=C(NCCc1ccccc1)c1ccc2c(=O)[nH]c3c(C(=O)NCC4CCCO4)sc(=S)n3c2c1 (configuration not stated) reads 14.2

# Compounds from the list above containing two or more sulfur atoms (2):
SMILES,DRD3 antagonist,GLP1R ag,KB-V1 MDR tox,DRD3 agonist,HT1080-NT tox,IL-1B inflam inh,SW480 rereplic,KB-3-1 cytotox,HT1080 IDH1KD tx
O=C(NCCc1ccccc1)c1ccc2c(=O)[nH]c3c(C(=O)NCC4CCCO4)sc(=S)n3c2c1 (configuration not stated),13.1,4.1%,-5.7%,1.5,-8.6%,14.2,4.5%,-10.9%,-0.5%
O=S(=O)(NCc1ccc2c(c1)OCO2)c1cccc(S(=O)(=O)N2CCOCC2)c1,9.3,-5.8%,-9.2%,-12.9,-10.7%,1.6,-1.4%,4.0%,-3.9%

# Remaining list, next part
SMILES,DRD3 antagonist,GLP1R ag,KB-V1 MDR tox,DRD3 agonist,HT1080-NT tox,IL-1B inflam inh,SW480 rereplic,KB-3-1 cytotox,HT1080 IDH1KD tx
CC(=O)CCCC(NS(=O)(=O)CCC(Cl)(Cl)Cl)c1ccccc1 (configuration not stated),-18.3,7.5%,6.5%,-2.9,-13.4%,12.1,-4.6%,2.1%,-10.2%
Cn1cnc([N+](=O)[O-])c1Sc1ncccc1N,-23.1,1.5%,5.4%,6.1,-26.2%,-3.1,-1.6%,19.9%,0.2%
O=C(COC(=O)CCN1C(=O)c2ccccc2C1=O)Nc1ccccc1[N+](=O)[O-],3.6,-0.1%,.,5.2,0.0%,5.0,1.9%,.,-0.2%
COC(=O)C(C(=O)Nc1ccc(OC)cc1)C1CCCCCC1 (configuration not stated),29.7,5.6%,?,-11.1,?,14.3,1.3%,?,?
CCOc1ccc(CCNC(=O)c2cn(CC)c3ccc(S(=O)(=O)N4CCc5ccccc5C4)cc3c2=O)cc1OCC,.,0.2%,4.1%,-3.9,.,.,.,-1.0%,.
O=C(CSc1nnc(-c2ccncc2)n1C1CCCCC1)Nc1ccccc1,10.0,-7.6%,-7.1%,2.4,-4.5%,?,-2.3%,-9.4%,-13.3%
CCN(CC(=O)Nc1c(F)cccc1F)C(=O)CN1C(=O)c2ccccc2C1=O,11.9,1.9%,-3.0%,-11.1,-2.2%,3.2,-6.6%,-2.8%,-1.5%
CC1=CC(C)C2C(=O)N(CCCN(C)C)C(=O)C2C1 (configuration not stated),5.3,-0.3%,?,-0.6,5.0%,25.3,-3.6%,18.2%,9.4%
COc1cc(Cl)c(S(=O)(=O)NCCN2CCOCC2)cc1Cl,-24.7,1.6%,-2.2%,4.4,-2.5%,-11.4,-4.5%,6.0%,1.2%
O=C(CCN1C(=O)S/C(=C\c2ccccc2)C1=O)N1CCOCC1,47.5,-5.7%,-8.8%,-3.2,3.5%,-80.1*,-3.9%,6.9%,2.5%
CC12CCC(C(=O)Nc3ccc4c(c3)OCCO4)(OC1=O)C2(C)C (configuration not stated),8.0,-13.7%,?,-25.2,-7.4%,26.2,-2.7%,-1.4%,-2.5%
Cc1cc(C(=O)NC2CCCCC2)c(C)n1-c1ccc(F)cc1,-21.9,0.5%,-28.6%,-8.0,0.0%,-82.9*,7.4%,-1.7%,-2.6%
O=C(NCc1ccco1)c1ccc(-c2ccc(F)c(F)c2)c2ccoc12,0.0,12.6%,-2.8%,-6.9,-19.6%,-15.8,.,-0.2%,-21.6%
CCOCCCNC(=O)c1cc2c(=O)n(CC)c3ccccc3c2s1,-3.8,13.1%,-21.8%,-8.7,?,0.0,?,?,-29.2%
COc1cccc(-c2nnc3sc(-c4ccccn4)nn23)c1,-7.3,11.7%,-12.1%,1.7,2.0%,0.0,22.4%,-0.9%,-4.7%
Cc1ccc(/C=N/NC(=O)C2CCN(Cc3ccc(F)cc3Cl)CC2)o1,?,4.1%,?,0.8,-11.8%,-2.5,-0.8%[9.22 µM],16.5%,-12.4%
COc1cc(C2NC(=O)NC(C)=C2C(=O)OCc2ccc(C)cc2)cc(OC)c1OC (configuration not stated),3.0,13.0%,0.0%,-4.3,6.0%,10.4,?,1.1%,-20.1%

# This is a random part of the collection; overall some 12% were active at least once.
